MrgX1 allo act – allosterically activates human MrgX1 receptor signaling. Q96LB2. 0.63% of 310,000 active. MrgX1-HEK293, Fluo-4 calcium flux, FDSS; stronger effect = higher value. B-score at 10 µM;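 active = plate-corrected calcium response at least 3 library SD above typical, normal starting fluorescence, not activating the receptor alone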;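 also: compound read alongside a low EC10 to EC30 dose of BAM8-22 agonist; peak minus trough fluorescence over baseline measured at the second addition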
TRPC4 inh – blocks the mouse TRPC4 cation channel; Q9QUQ5; HEK293 TRPC4beta/mu-opioid, DAMGO-evoked Fluo4 calcium flux; stronger effect = lower value; B-score at 10 µM; 0.39% of 300,000 active; AID 2247;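 active = B-score over 3 SD under the library average, no early fluorescence shift, positive overall ratio signal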
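Assay system: HEK293 cells with stable TRPC4beta plus mu-opioid receptor expression; Probe or stimulus: DAMGO in two steps, submaximal then maximal; Dosing: single-point compound dosing; Measured by: Fluo4 calcium-dye fluorescence, kinetic read; Read-out basis: B score from integrated Fluo4 fluorescence ratio.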
MrgX1 antagonist – antagonists of human MrgX1 receptor | Q96LB2 | MRGX1-HEK293 calcium flux, Fluo-4, BAM8-22 antagonism; stronger effect = lower value | B-score at 10 µM | 1.3% of 310,000 active;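 active = calcium-response B-score plate-corrected more than 3 library SD below zero, starting fluorescence within 5 deviations, no agonist response on first addition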;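 also: peak minus trough fluorescence over baseline after final BAM8-22 challenge near maximal dose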
TMEM16A inh – mouse TMEM16A channel inhibition, primary screen; Q8BHY3; HEK293 TMEM16A/YFP iodide influx fluorescence, ionomycin; normalized B-score (activity score, 25-100; higher = stronger inhibition) at 10 µM; 1.2% of 310,000 active; AID 588511;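 active = ratio plate-corrected score three or more library SD toward inhibition, starting fluorescence score within five deviations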;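 also: score derived from kinetic fluorescence span divided by baseline fluorescence per well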
TRPC4 agonist – opens the mouse TRPC4 cation channel. B-score at 10 µM. HEK293 TRPC4beta/mu-opioid, Fluo4 calcium fluorescence; stronger effect = higher value. Q9QUQ5. 0.49% of 310,000 active;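 active = B-score above 5 SD of library B-scores, and initial fluorescence ratio not above library mean plus 5 SD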;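 also: positive B-score marks a calcium rise read as TRPC4 activation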
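Assay system: HEK293 stable line with TRPC4beta plus mu-opioid receptor; schedule: 45 min room-temperature Fluo4 loading, 110 s read; technique: kinetic Fluo4 calcium fluorescence; evaluation: integrated baseline-normalised fluorescence ratio, converted to per-well B score; controls: buffer (low) and maximal DAMGO (high)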
TRPC4 potent – TRPC4 (mouse) allosteric potentiation | Q9QUQ5 | HEK293 TRPC4beta/mu-opioid, DAMGO EC20, Fluo-4 Ca2+ flux; stronger effect = higher value | 0.42% of 310,000 active | B-score at 10 µM | AID 2227;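 active = B-score of calcium response area above 5 SD of library B-scores, with initial fluorescence ratio within 5 SD of library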;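 also: B-score of integrated fluorescence ratio over time as area under calcium response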
TRPC6 inhibitor – inhibitors of mouse TRPC6 channel; HEK293-TRPC6, membrane potential dye, ACh-evoked depolarization; stronger effect = lower value; B-score at 10 µM; 1.1% of 310,000 active;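 active = B-score under library mean minus 3 SD, initial fluorescence not abnormally high, positive integrated signal ratio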;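 also: B-score derived from integrated fluorescence ratio over the kinetic read; more negative B-score means stronger inhibition of depolarization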
Target sequence (Q61143 whole entry, looked up): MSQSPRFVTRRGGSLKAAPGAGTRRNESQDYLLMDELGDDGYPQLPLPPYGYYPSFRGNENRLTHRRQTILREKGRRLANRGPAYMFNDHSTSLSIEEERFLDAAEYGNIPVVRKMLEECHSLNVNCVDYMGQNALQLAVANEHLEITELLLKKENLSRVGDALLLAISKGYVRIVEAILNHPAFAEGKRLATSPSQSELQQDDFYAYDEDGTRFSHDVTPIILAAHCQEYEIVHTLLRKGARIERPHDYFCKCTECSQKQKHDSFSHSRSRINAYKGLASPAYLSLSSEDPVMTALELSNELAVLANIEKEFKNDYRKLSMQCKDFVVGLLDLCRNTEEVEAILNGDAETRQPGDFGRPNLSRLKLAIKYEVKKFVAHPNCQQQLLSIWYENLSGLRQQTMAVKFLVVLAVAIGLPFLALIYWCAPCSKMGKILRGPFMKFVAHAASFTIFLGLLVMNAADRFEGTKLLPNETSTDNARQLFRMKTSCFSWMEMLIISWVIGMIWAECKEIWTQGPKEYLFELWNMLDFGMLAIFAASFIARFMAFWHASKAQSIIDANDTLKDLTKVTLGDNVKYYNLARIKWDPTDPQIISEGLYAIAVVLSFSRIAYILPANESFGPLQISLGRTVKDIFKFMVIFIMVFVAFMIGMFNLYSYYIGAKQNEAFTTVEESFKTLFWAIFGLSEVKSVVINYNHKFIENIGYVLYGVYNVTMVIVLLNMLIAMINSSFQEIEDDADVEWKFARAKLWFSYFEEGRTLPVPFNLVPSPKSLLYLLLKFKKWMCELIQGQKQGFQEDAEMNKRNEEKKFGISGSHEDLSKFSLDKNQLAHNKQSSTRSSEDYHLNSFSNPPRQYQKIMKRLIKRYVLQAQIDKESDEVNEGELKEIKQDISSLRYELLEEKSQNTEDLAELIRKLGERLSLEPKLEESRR
TRPC6 act – mouse TRPC6 channel activation; Q61143; 0.13% of 310,000 active; B-score at 10 µM; HEK293-TRPC6 membrane potential dye fluorescence; stronger effect = higher value;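 active = B-score of the integrated fluorescence ratio above library mean plus 3 SD, and starting fluorescence ratio within library mean plus 5 SD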;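 also: higher score means more depolarization so channel activation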
MrgX1 agonist – activates human MrgX1 receptor signaling; MrgX1-HEK293 cells, Fluo-4 calcium fluorescence, agonist mode; stronger effect = higher value; Q96LB2; AID 588627; B-score at 10 µM; 0.44% of 310,000 active;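 active = calcium response B-score plate-corrected fluorescence ratio at least 3 library SD, with starting fluorescence B-score inside 5 SD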
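Material – MrgX1-expressing HEK293 cells · Input – 15,000 cells seeded per well · Dosing – compound as first of three additions · Times – overnight seeding, then 1 h dark dye loading · Measured by – kinetic Fluo-4 NW fluorescence of intracellular calcium · Read-out – B-scored fluorescence response ratio · Benchmarks – positive and negative control wells on each plate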
SKKanGAS inh – SKKanGAS growth inhibition | S. pyogenes SKKanGAS, kanamycin growth, BacTiter-Glo, 6 h | inhibition, % at 7.5 µM | 1.3% of 300,000 active | AID 1662;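 active = mean replicate score, as percent of positive control median, at least 50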;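 also: strain carries kanamycin resistance gene driven by streptokinase promoter and grows in 40 µg/ml kanamycin; loss of luminescence reflects streptokinase promoter inhibition or plain growth inhibition; 0% = median of DMSO wells and 100% = positive control at its reference dose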
TMEM16A act – activators or potentiators of mouse TMEM16A chloride channel; Q8BHY3; HEK293 TMEM16A/YFP-H148Q/I152L, iodide quench fluorescence; stronger effect = lower value; B-score at 10 µM; 0.3% of 340,000 active; AID 623877;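 active = fluorescence-ratio B-score plate-corrected deviation score at least 3 library SD below zero, with starting fluorescence score within 5 deviations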;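 also: channel opened by trigger with iodide after compound preincubation; score built on the fluorescence ratio of max minus min over baseline; more negative score means more quench and so TMEM16A activation or potentiation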
The depositor's hits bear a star; i = inactive; · = not tested or not shown. This is a random part of the collection; about 6.7% have a hit in one of these screens.

SMILES	MrgX1 agonist	TRPC4 agonist	TMEM16A inh	TMEM16A act	TRPC6 inhibitor	SKKanGAS inh	TRPC4 potent	TRPC4 inh	MrgX1 allo act	TRPC6 act	MrgX1 antagonist
O=C(Oc1cccc2cccnc12)c1ccc2c(c1)OCCO2	i	i	i	i	i	3.2	i	i	i	i	i
CCOc1ccccc1C(=O)N/N=C/c1c[nH]c2ccccc12	i	i	i	i	i	2.0	i	i	i	i	i
COC(=O)c1cc(=O)[nH]c(SCc2cccc(C)c2)n1	i	i	i	i	i	0.5	i	i	i	i	i
Cc1ccc(S(=O)(=O)N(C)CC(=O)OCC(=O)NC(=O)NC(C)C)cc1	i	i	i	i	i	-1.8	i	i	i	i	i
Cc1cccc(NC(=O)c2cc(S(=O)(=O)N(C)c3ccc(F)cc3)ccc2Cl)n1	i	i	i	i	i	-8.0	i	i	i	i	i
CCC1CCCCN1CCNC(=O)c1[nH]c(C)c(C(C)=O)c1C (stereo not given)	i	i	i	i	i	2.6	i	i	i	i	-5.1*
OCC[C@@H]1C[C@H](O)[C@@H](O)[C@]2(CCCO2)O1	i	i	i	i	i	1.1	i	i	i	i	i
CCOc1ccc(S(=O)(=O)Nc2ccc(F)cc2)c(C)c1C	i	i	25*	i	i	7.4	i	i	i	i	i
COc1ccc(OC)c(S(=O)(=O)Nc2ccccc2C(F)(F)F)c1	i	i	i	i	i	4.2	i	i	i	i	i
CC(Oc1ccc2c3c(c(=O)oc2c1)CCCC3)C(=O)NCc1cccnc1 (stereo not given)	i	i	i	i	i	-3.6	i	i	i	i	i
CCc1cccc(CC)c1NC(=O)COC(=O)c1cccc(S(=O)(=O)N2CCc3ccccc3C2)c1	i	i	i	i	i	1.5	i	i	i	i	i
COc1ccc(-c2csc(NC(=O)CSc3nnc(Nc4ccccc4C)s3)n2)cc1	i	i	i	i	i	1.8	i	i	i	i	i
Cc1ccc(O)c(NC(=O)C2=CC(c3ccco3)=NS(=O)(=O)N2C)c1	i	i	i	i	i	-4.3	i	i	i	i	i
O=C1NC(=S)S/C1=C\c1coc2ccc(O)cc2c1=O	i	i	i	i	i	9.7	i	i	i	i	i
CCCSc1ccc([C@H]2N[C@@](C)(C(=O)OC)[C@H]3C(=O)N(C)C(=O)[C@@H]23)cc1OC	i	i	i	i	i	5.7	i	i	i	i	i
N#Cc1c(-c2ccc3c(c2)OCO3)csc1N	i	i	i	i	i	-4.8	i	i	i	i	i
CCOc1ccc(S(=O)(=O)N2CCN(C(=O)c3cccnc3)CC2)cc1	i	i	i	i	i	-14.2	i	i	i	i	i
C=CCn1c(O)c2ccc(C(=O)N=NC(=O)c3ccc(F)cc3)cc2c1O	i	i	i	i	i	3.2	i	i	i	i	i
O=C(CCC1CCCN(C(=O)c2ccc3cc[nH]c3c2)C1)N1CCN(c2ccccn2)CC1 (stereo not given)	i	i	i	i	i	-3.2	i	i	i	i	i
CC(C)(C)OC(=O)NC(CCCCNC=O)C(=O)O (stereo not given)	i	i	i	i	i	-4.7	i	i	i	i	i
Cc1nc(SCC(=O)N2CCOCC2)c2c(C)c(C)sc2n1	i	i	i	i	i	-4.8	i	i	i	i	i
Cc1ccc2c(c1)cc(CN(C(=O)N1CCOCC1)C1CCCC1)c1nnnn12	i	i	i	i	i	6.8	i	i	i	i	i
CCN(CC)CCOc1c(Br)ccc2c1sc1nc3n(c(=O)c12)CCC3	i	i	i	i	i	0.4	i	i	i	i	i
c1csc(Cc2nc(-c3ccc(-n4cccc4)cc3)no2)c1	i	i	i	i	i	0.8	i	i	i	i	i
O=C(c1cccc([N+](=O)[O-])c1)c1ccc2c(c1)C(=O)NC2=O	i	i	i	i	i	-2.2	i	i	i	i	i
O=S(=O)(c1ccc(F)cc1)c1nc(-c2ccco2)oc1Nc1ccccc1	i	i	i	i	i	9.5	i	i	i	i	i
CCN(c1ccccc1)S(=O)(=O)c1ccc(C(=O)N(CCCN(C)C)c2nc3c(C)cccc3s2)cc1	i	i	i	i	i	9.3	i	i	i	i	i
O=c1oc2ccc3ccccc3c2cc1-c1nc2ccccc2o1	i	i	i	i	i	-11.4	i	i	i	i	i
COc1ccc(C(NC(=O)C2CCCCC2)c2c(O)ccc3ccccc23)cc1 (stereo not given)	i	i	i	i	i	1.2	i	i	i	i	i
CN1CCN(NC(=O)C2CC2)CC1	i	i	i	i	i	-1.0	i	i	i	i	i
CC(=O)Nc1ccc(OCC(O)Cn2cnc3ccccc32)cc1 (stereo not given)	i	i	i	i	i	8.6	i	i	i	i	i
O=C1NC2c3ccccc3C(=O)N2c2c1cnn2-c1ccccc1 (stereo not given)	i	i	i	i	i	-5.1	i	i	i	i	i
Fc1ccc(CSc2ncnc3ccccc23)cc1	i	i	i	i	i	10.1	i	i	i	i	i
COC(=O)C1C/C(=N\NS(=O)(=O)c2ccc(C)cc2)c2sccc2C1 (stereo not given)	i	i	i	i	i	-4.3	i	i	i	i	i
Cc1ccccc1Nc1c([N+](=O)[O-])cncc1[N+](=O)[O-]	i	i	i	i	i	-1.1	i	i	i	i	i
COCC(=O)Nc1nnc(SCC(=O)N2C(C)CCCC2C)s1 (stereo not given)	i	i	i	i	i	-1.1	i	i	i	i	i
Nc1nc(-c2ccccc2)c(N=Nc2ccc(Cl)cc2)s1	i	i	i	i	i	10.6	i	i	i	i	i
COC(=O)CCCn1nc(NC(=O)c2ccco2)cc1C	i	i	i	i	i	-1.3	i	i	i	i	i
O=c1c(-c2ccccc2)c(O)nc(SCCN2CCOCC2)n1-c1ccccc1	i	i	i	i	i	5.7	i	i	i	i	i
Cc1[nH]c2ccccc2c1Cc1nnc(SCCC#N)o1	i	i	i	i	i	-3.6	i	i	i	i	i
COc1ccc(-n2nc3c(c2NC(=O)c2ccc(S(=O)(=O)N4CCOCC4)cc2)CS(=O)(=O)C3)cc1	i	i	i	i	i	-0.4	i	i	i	i	i
CCOc1ccc(C(=O)NC(C(=O)NCCc2ccc(S(N)(=O)=O)cc2)C(C)C)cc1 (stereo not given)	i	i	i	i	i	-3.0	i	i	i	i	i
Cc1ccc(C)c(S(=O)(=O)N2CCCCC2CCNC(=O)C(=O)NCc2ccncc2)c1 (stereo not given)	i	i	i	i	i	-8.5	i	i	i	i	i
CC(C)(C)C(=O)OCCn1c(=O)c2cc3c(=O)n(CCOC(=O)C(C)(C)C)c(=O)c3cc2c1=O	i	i	i	i	i	-0.1	i	i	i	i	i
O=S(=O)(NCCc1ccccc1)c1ccc(F)cc1	i	i	i	i	i	-1.0	i	i	i	i	i
O=C(NCCn1c(-c2ccncc2)nc2ccccc21)[C@H]1CCCN1c1nc(CN2CCCCC2)cs1	i	i	i	i	i	6.2	i	i	i	i	i
COCCNC(=S)NC1CC2CCCC(C1)N2Cc1ccco1 (stereo not given)	i	i	i	i	i	3.5	i	i	i	i	i
CCOC(=O)c1csc(N)c1-c1ccc([N+](=O)[O-])cc1	i	i	i	i	i	-2.7	i	i	i	i	i
O=C(Cc1cn2ccsc2n1)NCc1ccccc1	i	i	i	i	i	19.4	i	i	i	i	i
Cc1ccc(-c2nn(Cc3ccccc3)cc2/C=C/C(=O)O)cc1	i	i	i	i	i	3.1	i	i	i	i	i

Going on with the list:
SMILES	MrgX1 agonist	TRPC4 agonist	TMEM16A inh	TMEM16A act	TRPC6 inhibitor	SKKanGAS inh	TRPC4 potent	TRPC4 inh	MrgX1 allo act	TRPC6 act	MrgX1 antagonist
CC(CNC(=O)c1ccc(C#N)cc1)NC(=O)c1ccc(C#N)cc1 (stereo not given)	i	i	i	i	i	-2.5	i	i	i	i	i
Cc1ccc(NC(=O)C2CC(=O)Nc3ncnn32)c(C)c1 (stereo not given)	i	i	i	i	i	5.9	i	i	i	i	i
Cn1c(C(=O)NCC2CCCO2)cc2c(=O)n3ccccc3nc21 (stereo not given)	i	i	i	i	i	-9.3	i	i	i	i	i
O=C(c1ccc([N+](=O)[O-])s1)N1CCN(c2cccc(Cl)c2)CC1	i	i	i	i	i	6.5	i	-6*	i	i	i
CCn1c(=O)cc(SCC(=O)Nc2ccc(Cl)cc2)c2ccccc21	i	i	i	i	i	12.0	i	i	i	i	i
COc1coc(C(O)CN)cc1=O (stereo not given)	i	i	i	i	i	0.0	i	i	i	i	i
O=c1c2ccccc2nc(SCCN2CCCCC2)n1CCc1ccccc1	i	i	i	i	-7.85*	-27.2	i	i	i	i	i
CC(C)C(=O)NCCCc1ccccc1	i	i	i	i	i	-5.6	i	i	i	i	i
O=C1Nc2ccccc2C12OCC1(CO2)COC2(OC1)C(=O)Nc1ccccc12 (stereo not given)	i	i	i	i	i	13.3	i	i	i	i	i
Cc1cccc(-n2cc(CNCCc3nc(C)cc(C)n3)c(-c3cccc(F)c3)n2)c1	i	i	i	i	i	17.4	i	i	i	i	i
CN(C)/C=C(/C(=O)c1ccccc1)n1cncn1	i	i	i	i	i	1.7	i	i	i	i	i
FCCCOc1ccc(-c2nccc(-c3ccccn3)n2)cc1	i	i	i	i	i	-0.2	i	i	i	i	i
CC1=NN(c2ccc(Cl)c(C(=O)O)c2)C(=O)/C1=C\c1ccc(-c2ccc(C(=O)O)cc2)o1	·	i	·	i	i	3.3	i	i	·	i	·
O=C(NC1CCCC1)C(c1ccncc1)N(CC1CCCO1)C(=O)Cn1nnc(-c2cccs2)n1 (stereo not given)	i	i	i	i	i	-4.0	i	i	i	i	i
COc1cccc(/C=N/NC(=O)NC2CCCCC2)c1O	i	i	i	i	i	5.1	i	i	i	i	i
Cn1c(/N=C/c2c(O)ccc3ccccc23)nc2ccccc21	i	i	i	i	i	·	i	i	i	i	i

Screening results as filed in PubChem BioAssay.
